m5-HT2A agonist: activates the mouse 5-HT2A serotonin receptor; 360,000 tested, 0.66% active; CHO-K1 mHTR2A beta-arrestin complementation, luminescence; percent of 30 µM serotonin response; activation, % at 7.6 µM;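 active means activation above a run cutoff, the mean activation of all tested compounds plus 3 SD, cut at about 14% in these data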;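 further: 0% = plate median of compound wells and 100% = 30 µM serotonin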
Target sequence (P35363 whole entry, looked up): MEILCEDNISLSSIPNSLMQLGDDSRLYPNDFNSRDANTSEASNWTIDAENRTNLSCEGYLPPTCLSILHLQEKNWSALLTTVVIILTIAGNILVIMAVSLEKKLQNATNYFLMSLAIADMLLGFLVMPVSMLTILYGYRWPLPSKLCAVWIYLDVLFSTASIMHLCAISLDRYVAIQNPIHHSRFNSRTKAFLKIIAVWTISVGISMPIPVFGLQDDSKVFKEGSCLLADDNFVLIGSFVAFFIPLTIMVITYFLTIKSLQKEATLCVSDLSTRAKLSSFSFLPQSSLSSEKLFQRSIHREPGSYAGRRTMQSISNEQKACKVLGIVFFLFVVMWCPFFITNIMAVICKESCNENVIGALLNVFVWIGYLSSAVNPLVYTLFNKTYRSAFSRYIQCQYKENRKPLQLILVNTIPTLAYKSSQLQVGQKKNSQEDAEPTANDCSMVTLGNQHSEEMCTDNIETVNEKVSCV
PDI turbidity: PDI (human) enzyme inhibition; PDI insulin aggregation turbidity, A650, 90 min; inhibition, % at 10 µM; 350,000 tested, 0.052% active; AID 588391;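 active means mean inhibition across replicates of 30% or more, whatever share of single replicates reach that level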;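 further: absorbance from insulin aggregation driven by PDI reduction with DTT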
Shn3 3UTR inh: Schnurri-3 reporter inhibition in Clone20 osteoblasts. Clone20 osteoblast Shn3 3'UTR firefly luciferase, 24 h. AID 588674. 360,000 tested, 0.52% active. inhibition, % at 12.5 µM;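 active means mean inhibition of at least 75% with every replicate also reaching 75%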;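 further: 0% = median of neutral control wells and 100% = pilot-screen positive control compound; some compounds past the cut are filed as inactive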
HIF-2a inh: HIF-2a inhibition | inhibition, % at 18.8 µM | 786-0 RCC cells HIF-2a reporter, luciferase luminescence, overnight | 360,000 tested, 0.72% active | AID 624352;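 active means inhibition of the luminescence signal of 40% or more relative to plate controls, in a single-dose primary screen at 18.75 µM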
NR2E3 ag-1: agonists of human NR2E3 nuclear receptor; Q9Y5X4; inhibition of corepressor binding, % at 3.98 µM; 360,000 tested, 0.35% active; CHO-S Gal4-NCOR/VP16-NR2E3 two-hybrid, luciferase; AID 602229;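 active means inhibition above the mean of all tested compounds plus 3 SD, cut at about 70% in these data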;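 further: 0% = DMSO with NR2E3 transfected cells and 100% = cells lacking NR2E3 construct; higher means lower luciferase signal from less NR2E3 corepressor binding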
Target sequence (Q9Y5X4 whole entry, looked up, the tested form may be a part): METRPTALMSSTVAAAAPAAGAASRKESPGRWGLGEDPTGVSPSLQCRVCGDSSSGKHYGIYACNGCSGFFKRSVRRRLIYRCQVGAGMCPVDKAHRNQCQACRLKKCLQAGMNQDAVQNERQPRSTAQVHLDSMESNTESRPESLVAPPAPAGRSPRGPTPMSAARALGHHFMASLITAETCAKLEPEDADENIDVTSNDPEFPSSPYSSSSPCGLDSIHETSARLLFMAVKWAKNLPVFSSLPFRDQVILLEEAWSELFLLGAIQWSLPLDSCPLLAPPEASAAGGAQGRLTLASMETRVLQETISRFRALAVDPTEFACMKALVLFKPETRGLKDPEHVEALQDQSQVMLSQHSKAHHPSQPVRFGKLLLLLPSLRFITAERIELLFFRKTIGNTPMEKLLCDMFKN
iPSC survival up: hiPSC single-cell survival enhancement. ATPlite luminescence; 100% = ROCK inhibitor wells, 0% = DMSO. survival enhancement, % at 20 µM. 360,000 tested, 0.044% active; in the data active means survival enhancement above about 18%;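 further: cells exposed to compounds for 16 hours before the ATP read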
CaV13 ICDI inh: Primary screen for inhibitors of IQ motif and Ca2+-dependent inactivation inhibitor domain binding in CACNA1D, Förster resonance energy transfer in living cells, … | HEK cells, CFP/YFP FRET ICDI-IQ, plate reader, 10 min; percent FRET-ratio fall versus neutral wells | inhibition, % at 12.3 µM | 340,000 tested, 0.098% active | AID 743397;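 active means mean replicate inhibition of at least 30% and at least 1% of replicates passing that level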;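 further: 0% = median of the neutral control wells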
Cardio protect: protects H9c2 cardiomyocytes from peroxide injury | AID 588492 | H2O2 injury protection, ATPLite, 2 h | 360,000 tested, 0.63% active | protection from H2O2 cell death, % at 20 µM;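 active means compounds giving at least 50% protection of heart cells from peroxide-induced death in the single-dose screen, raw or plate-pattern-corrected value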;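 further: 0% = DMSO wells with peroxide and 100% = DMSO wells without peroxide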
TRPM1 prom inh: inhibitors of MITF-driven TRPM1 promoter in melanoma cells. inhibition, % at 12.5 µM. SK-MEL-5 TRPM1 promoter luciferase, 24 h. 330,000 tested, 0.83% active;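 active means mean inhibition across replicates of 60% or more, whatever share of single replicates reaches that level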; further: values of inactives mirror those of a sister screen read the other way
NR2E3 ag-2: agonists of human nuclear receptor NR2E3; Q9Y5X4; GST-NR2E3/biotin-RetCOR TR-FRET, 1536-well; inhibition of corepressor binding, % at 4.78 µM; 320,000 tested, 0.12% active; AID 2300;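 active means percent inhibition above the cutoff of mean plus 3 SD of all tested compounds, set per screening campaign, cut at about 20% in these data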;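 further: 0% = DMSO wells and 100% = biotin wells as full block of FRET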
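Assay system: NR2E3–RetCOR corepressor complex. Quantity: 1.35 nM GST-NR2E3. Buffer or medium: pH 7.5 Tris-based buffer. Reagent: biotinylated RetCOR corepressor at 7 nM final. Schedule: 5 h at 4 °C. Detection: TR-FRET, emission read at 617 and 671 nm. Replicates: one well per compound, singlicate testing.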
Peg3 promoter: inhibitors of Peg3 promoter; inhibition, % at 20 µM; 360,000 tested, 1.7% active; HeLa PEG-Prom luciferase reporter, luminescence, overnight;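 active means inhibition of at least 50% at 20 µM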
Numbers without * were called inactive; . = not tested or not shown.

SMILES	m5-HT2A agonist	PDI turbidity	Shn3 3UTR inh	HIF-2a inh	NR2E3 ag-1	iPSC survival up	CaV13 ICDI inh	Cardio protect	TRPM1 prom inh	NR2E3 ag-2	Peg3 promoter
CN(C(=O)CSCC(=O)O)C1CCCCC1	0.4	-16.3	-0.8	15.8	-16.6	0.0	-3.0	-1.5	-9.7	1.3	8.8
COc1cc(/C=C/C(=O)NC(C)C)ccc1OCc1ccccc1	-3.3	-40.8	10.1	9.6	-4.6	-0.1	-4.6	1.5	4.8	4.0	14.1
NC(=O)c1sc2nc(-c3ccco3)ccc2c1N	1.8	0.6	-28.7	-26.5	-34.7	1.5	-8.1	8.2	-9.7	-2.8	-51.4
O=C(CCN1CCN(c2ccccc2)CC1)Nc1cccc(Br)c1	1.8	.	12.1	-1.0	2.9	-2.9	-3.6	-10.2	.	2.0	-1.4
CCOC(=O)C1=C(C)NC(C)=C(C(=O)OCC)C1C(=O)OCC(=O)N1CCOCC1	5.2	-8.7	78.4	12.6	5.0	-1.0	-5.1	0.3	4.9	.	5.8
COc1cccc(Nc2nc(NCCO)c3ccccc3n2)c1	-5.0	.	-1.1	20.9	-27.6	-2.2	.	-4.8	-23.7	2.0	14.1
CCOn1c(=O)c(-c2ccc(OC)cc2)[n+]([O-])c2ccccc21	0.5	-0.4	-29.9	-74.7	-62.8	-2.5	.	3.0	-14.6	-0.9	-76.9
O=C(CCc1ccccc1)Nc1nnc(-c2ccc3c(c2)CCCC3)o1	4.4	2.6	-44.1	-20.5	-11.7	0.2	-6.3	14.2	-17.7	1.9	-37.7
Cc1nn(C)c(C(=O)N/N=C/c2cccnc2)c1Cl	6.9	3.1	3.5	14.6	-15.3	0.0	-5.2	-3.0	15.2	-0.5	15.6
CCN1C(C(=O)c2ccccc2)=C(Nc2ccccc2C)c2ccccc2S1(=O)=O	4.8	6.4	13.3	16.9	-24.0	0.0	-5.7	-3.5	4.4	-0.4	31.9
CC1CCCCC1NC(=O)c1cn(C)c2ccc(S(=O)(=O)N3CCOCC3)cc2c1=O (stereo unspecified)	-2.0	6.7	-14.6	11.7	-26.4	-0.4	-3.2	6.4	9.5	1.8	13.5
O=C(CN1CCN(S(=O)(=O)c2cccs2)CC1)NCC1CCCCC1	6.3	-4.3	20.4	-6.9	-6.5	-0.2	-1.4	0.4	0.7	2.0	10.6
COc1ccc(OCC(=O)Nc2ccccc2OC)cc1	-2.3	5.7	2.4	-128.2	17.4	0.2	-9.5	-2.3	-28.2	1.5	-45.4
CCCCn1c(=O)c(CCC(=O)OCC(=O)Nc2cc(Cl)ccc2OC)nc2ccccc21	0.3	-19.6	7.3	22.0	-26.1	0.1	-12.0	1.6	0.3	-0.1	-7.6
CC(=O)OCCN1C(=O)c2cccnc2C1=O	2.5	-1.9	-16.8	4.5	4.9	6.9	-6.4	-0.7	1.6	-0.7	14.8
CC(C)C(NS(=O)(=O)c1ccc2c(c1)oc(=O)n2C)C(=O)N1CCN(C2CCCCC2)CC1 (stereo unspecified)	-2.0	-2.6	-9.7	-3.1	16.6	0.3	.	0.7	3.7	3.3	8.9
CCOC(=O)N/N=C\c1ccc(C)s1	0.4	-0.1	-14.3	-102.4	-4.8	-1.9	-3.1	6.0	-7.1	1.5	-71.2
C=CCNC(=O)CN1C(=O)NC(C)(c2ccc(OC)cc2)C1=O (stereo unspecified)	2.5	-51.4	6.7	2.9	-10.2	0.4	-2.7	-6.4	12.4	-0.3	11.4
COC(=O)NCN1C(=O)C2C3C=CC(C3)C2C1=O (stereo unspecified)	3.7	-0.1	3.1	16.3	-31.6	-0.4	-5.6	4.5	11.8	1.3	8.0
CN1CCN(NC(=O)C23CC4CC(CC(C4)C2)C3)CC1	-1.2	3.8	13.2	12.0	-17.3	-0.8	-18.6	-4.6	-4.5	2.4	7.6
COc1cccc(NC(=S)N/N=C2/CCCCc3ccccc32)c1	-11.0	5.5	-27.9	-162.4	-7.2	-0.5	-18.7	10.6	-31.2	.	-163.6
COc1ccc(-c2nc3c(C)cc(Br)cn3c2Cc2ccc(C)cc2)cc1OC	-2.9	.	-13.6	-49.8	-42.3	0.7	-5.0	1.5	.	.	-9.4
CN(C(=O)c1ccc(=O)[nH]c1)C1(C(=O)NC2CCCCC2)CCCCC1	1.2	-26.6	-1.9	12.9	-27.2	6.2	.	1.9	5.1	3.0	12.7
CCCCn1c(-c2csc3c2CCC(C)C3)n[nH]c1=S (stereo unspecified)	6.1	-2.4	15.9	12.7	-10.7	3.8	-5.7	-4.7	12.0	-1.2	-10.1
O=C(c1ccc(-c2ccccc2)cc1)N1CCN(c2ccc3c(c2)C2CC3CCN2C(=O)OCc2ccccc2)CC1 (stereo unspecified)	-0.7	.	22.8	-36.2	-19.9	-1.2	-6.3	-5.6	.	.	-21.3
CCOC(=O)C1CCCN(C(=O)CSc2nccn2C)C1 (stereo unspecified)	5.2	3.7	3.3	2.7	0.7	2.3	-4.3	18.6	1.1	-0.7	0.5
O=C(CSc1nnc(-c2cccnc2)n1Cc1ccccc1)N1CCOCC1	2.5	2.7	6.5	-0.1	-18.6	6.4	-6.9	6.4	7.2	-1.0	5.4
O=C(CCCCl)Nc1c2c(nn1-c1ccccc1)CSC2	3.6	-7.2	-13.3	0.2	-14.6	1.9	-1.9	-0.3	10.6	0.1	-2.6
CCC1(c2ccccc2)NC(=O)N(CC(=O)Nc2cccc(C#N)c2)C1=O (stereo unspecified)	-0.3	-21.8	13.2	-0.8	-5.0	-3.2	-6.9	-3.1	10.7	4.0	4.6
CCC1(c2ccc(Cl)cc2)NC(=O)N(CC(=O)NC2CCCC(C)C2C)C1=O (stereo unspecified)	0.6	-3.1	11.1	7.8	20.3	-0.4	-5.9	-4.1	4.9	.	-11.9
Cn1c(SCC(=O)Nc2cccc(O)c2)nnc1-c1ccc(S(=O)(=O)N2CCOCC2)cc1	3.3	19.9	-6.3	14.9	-3.2	4.0	.	-5.1	-9.3	1.1	-7.3
O=C(NCC(=O)N(Cc1cccs1)C(C(=O)NC1CCCCC1)c1ccco1)c1ccco1 (stereo unspecified)	2.0	-1.0	13.0	19.5	-9.7	-2.4	.	77.2*	-6.9	-2.6	16.3
CCc1ccc(NC(=O)COC(=O)c2ccc(Cl)c(S(=O)(=O)N3CCCCCC3)c2)cc1	2.2	-2.0	11.9	5.9	1.1	2.3	-17.0	-5.0	8.3	0.9	-13.4
C=CCc1c(C)[nH]c2ccc(C)cc2c1=O	1.4	1.1	-14.2	-142.2	-60.7	-1.6	-4.5	1.5	-27.1	5.2	-118.7
COc1ccccc1CCN=C(N)NS(=O)(=O)c1ccccc1F	-7.0	0.9	0.6	10.0	-1.7	-0.2	-3.3	5.5	0.3	-1.2	6.2
CSc1ncccc1C(=O)Nc1nc2c(C)cccc2s1	4.2	-3.3	0.5	-87.5	33.2	-0.7	-7.4	1.0	-29.6	-3.6	-54.4
COC(=O)c1ccccc1CC1Cc2cc3c(cc2C1=O)CCC3 (stereo unspecified)	-5.5	-5.2	-32.8	-155.4	-120.6	-0.4	-10.7	-12.6	-68.0	.	-165.9
COC(=O)[C@@]1(Cc2ccccc2)[C@H]2C(=O)N(C)C(=O)[C@H]2[C@H]2CN=C(SCC3CC3)N21	-1.0	0.7	-8.7	5.4	-14.6	1.2	-4.6	12.4	1.7	.	-11.8
O=C(NCCNC(=O)c1ccccn1)c1ccc(F)cc1	1.4	-4.0	-4.8	4.0	10.0	-0.6	-3.6	-2.0	8.1	4.8	12.0
Cc1ccc(S(=O)(=O)N2CCC[C@H]2C(=O)Nc2ccccc2Cl)cc1	-0.5	14.2	22.4	26.5	5.3	3.9	-5.3	11.6	-9.7	.	11.4
O=C(Nc1ncnc2sc3c(c12)CCCCC3)c1ccccc1	-6.1	-5.2	-9.6	3.5	-2.0	5.9	-3.2	-0.5	-5.3	0.9	-10.2
CCCOc1ccc(-c2csc3nc[nH]c(=O)c23)cc1	0.4	17.0	-65.5	-304.6	-73.4	-0.5	-5.5	-8.4	-49.5	1.4	-268.8
Cc1cccc(C(=O)Nc2ccccc2SCC(=O)Nc2ccc(C)c(Cl)c2)c1	-2.9	2.0	8.0	-32.5	-38.2	-0.5	-5.7	-7.8	-4.1	-0.5	-20.6
Cc1ccc(C)c(NC(=O)CNC(=O)N2CC(=O)Nc3ccccc32)c1	-7.7	-0.5	-22.8	13.6	-52.6	-0.4	-2.7	0.6	11.7	0.5	7.7
CCCCn1c(N)c(N(CCOC)C(=O)c2ccc(N3CCCC3)c([N+](=O)[O-])c2)c(=O)[nH]c1=O	3.0	10.4	-20.6	7.6	-12.8	-0.2	-3.5	-3.2	-4.2	0.4	1.6
CCOc1ccc(NC(=S)c2ccncc2)cc1	4.5	2.5	43.0	-44.7	-7.2	-0.3	-3.1	-23.0	11.3	-1.1	-27.4
C[C@H]1CN([C@@H](C)CO)C(=O)c2cccc(NC(=O)c3ccc(-c4nccs4)cc3)c2O[C@@H]1CN(C)C(=O)Nc1cccc2ccccc12	2.5	4.0	7.6	22.5	-2.3	4.2	-2.5	13.4	-0.1	.	14.5
N#CC1(c2ccccc2)CCC(=NNS(=O)(=O)c2ccccc2)CC1 (stereo unspecified)	-3.3	-22.4	-4.9	-5.8	5.9	-1.8	-4.9	-0.4	2.9	1.4	-0.2
O=C(COC(=O)c1ccc(Cl)c(S(=O)(=O)N2CCCC2)c1)NCc1cccs1	5.5	16.4	11.8	10.5	13.6	1.1	-14.7	0.6	2.6	1.4	-3.3
CCC(C)(C)C1CCC(=NNC(=O)c2ccc(Br)o2)CC1 (stereo unspecified)	-2.4	8.2	-30.1	4.6	-75.8	0.8	-4.8	9.7	4.0	-4.5	-8.0
CCCCOC(=O)Nc1ccc(C)c(Cl)c1	0.5	4.4	-29.9	-227.1	-125.8	-0.6	.	-17.9	-55.9	0.2	-250.5
CCOC1=C2[C@@H](CN(S(=O)(=O)c3ccc(C)cc3)[C@H]2c2cccc3ccccc23)[C@H]2C(=O)N(C)C(=O)[C@H]2C1	1.1	.	-0.7	5.1	-18.5	-0.1	-4.9	2.8	.	.	11.8

3 entries from above, with values under each structure.
Every second line gives: m5-HT2A agonist, PDI turbidity, Shn3 3UTR inh, HIF-2a inh, NR2E3 ag-1, iPSC survival up, CaV13 ICDI inh, Cardio protect, TRPM1 prom inh, NR2E3 ag-2, Peg3 promoter
O=C(COC(=O)c1ccc(Cl)c(S(=O)(=O)N2CCCC2)c1)NCc1cccs1
 : 5.5, 16.4, 11.8, 10.5, 13.6, 1.1, -14.7, 0.6, 2.6, 1.4, -3.3
CCC(C)(C)C1CCC(=NNC(=O)c2ccc(Br)o2)CC1 (stereo unspecified)
 : -2.4, 8.2, -30.1, 4.6, -75.8, 0.8, -4.8, 9.7, 4.0, -4.5, -8.0
CCCCOC(=O)Nc1ccc(C)c(Cl)c1
 : 0.5, 4.4, -29.9, -227.1, -125.8, -0.6, ., -17.9, -55.9, 0.2, -250.5
